Rac1 wt modul: alters GTP binding to wildtype human Rac1. GTP binding activity (% of control), % at 10 µM. P63000. AID 757. 0.27% of 190,000 active. GST-Rac1 beads, fluorescent GTP binding, flow cytometry; actives lie on both sides; 0 = cold GTP competed, 100 = untreated;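 active means GTP binding activity at least 20 points away from the 100% control level, either lower or higher; inconclusive means compound flagged as likely green fluorescent, judged across all proteins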
Pf gametocyte: kills late stage P. falciparum gametocytes. P. falciparum stage V gametocytes, ATP luminescence, 24 h. inhibition, % at 10.9 µM. 0.065% of 150,000 active. AID 743093;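 active means inhibition above the mean plus 3 SD of compounds within the control limits, set per campaign, cut at about 38% in these data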;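 further: 0% = DMSO wells and 100% = medium only without gametocytes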
Mcl1-Noxa inh: Mcl-1/Noxa interaction inhibition; TR-FRET Mcl-1/Noxa peptide binding, 2 h; Q07820; AID 1022; inhibition, % at 21.7 µM; 1.5% of 220,000 active;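 active means compounds that cut the protein-peptide binding signal by more than 50% relative to plate controls in a single-dose test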;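 further: His-tagged Mcl-1 with rhodamine Noxa BH3 peptide and terbium anti-His antibody; 0% = Mcl-1 plus Noxa peptide wells and 100% = peptide-only wells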
Target sequence (Q07820 whole entry, looked up): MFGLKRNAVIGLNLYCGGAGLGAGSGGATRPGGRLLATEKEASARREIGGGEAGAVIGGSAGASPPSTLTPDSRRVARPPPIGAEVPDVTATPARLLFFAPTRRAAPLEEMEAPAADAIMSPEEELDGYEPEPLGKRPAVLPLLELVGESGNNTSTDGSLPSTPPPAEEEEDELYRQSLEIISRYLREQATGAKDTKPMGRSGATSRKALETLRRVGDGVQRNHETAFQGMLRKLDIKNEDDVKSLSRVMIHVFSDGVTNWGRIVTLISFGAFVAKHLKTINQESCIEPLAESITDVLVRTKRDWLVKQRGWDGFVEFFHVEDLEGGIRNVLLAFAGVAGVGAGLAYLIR
Rab2 wt GTP: changes GTP binding to wildtype dog Rab2A, up or down; 0.19% of 190,000 active; P61105; GTP binding activity, % at 10 µM; GST-Rab2 wt beads, Bodipy-GTP binding, flow cytometry; AID 760;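 active means GTP binding activity at least 20 points away from 100%, either lowered or raised; inconclusive means signal likely due to the compound's own green fluorescence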;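 further: 0% = beads with excess unlabeled GTP and 100% = no-compound control corrected for plate trend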
Rab7 wt modul: alters GTP binding to wildtype dog Rab7 | GST-Rab7 beads, fluorescent GTP binding, flow cytometry; actives lie on both sides; untreated = 100%, excess cold GTP = 0% | GTP binding activity (percent of control), % at 10 µM | 0.055% of 190,000 active | AID 758;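 active means fluorescent GTP binding to Rab7 beads changed by at least 20 points from the 100% baseline, either direction, mostly lower; inconclusive means compound itself probably fluorescent, or too few beads counted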;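 further: median green fluorescence of bound Bodipy-FL-GTP per Rab7 bead population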
HRas wt GTP: human HRas wildtype GTP binding, change in either direction; P01112; GST-Ras wt beads, Bodipy-FL-GTP binding, flow cytometry; actives lie on both sides; GTP binding activity, % at 10 µM; 0.14% of 190,000 active;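 active means GTP binding activity at least 20% away from the 100% baseline, either lowered as inhibitor or raised as activator; inconclusive means flagged as likely green fluorescent, judged across all proteins in the well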;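 further: 0% = unlabeled GTP competition control and 100% = no-compound control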
Target sequence (P01112 whole entry, looked up): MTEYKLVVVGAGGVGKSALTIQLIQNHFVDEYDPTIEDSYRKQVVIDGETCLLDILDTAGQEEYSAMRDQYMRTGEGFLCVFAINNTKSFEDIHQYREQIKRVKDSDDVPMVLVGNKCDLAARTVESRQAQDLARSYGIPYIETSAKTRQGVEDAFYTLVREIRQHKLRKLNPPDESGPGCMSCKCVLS
Mcl1 Bid PPI: disrupts binding of human Mcl-1 to Bid peptide. Q07820. 0.97% of 220,000 active. TR-FRET Mcl-1/Bid-Dy647 peptide binding, 1536-well. inhibition, % at 21.7 µM;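 active means compounds that cut the binding signal by more than half at the single screening dose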;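 further: His-tagged Mcl-1 with europium anti-His antibody binding Bid BH3 peptide; 0% = Mcl-1 plus peptide wells and 100% = peptide-only wells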
Rac1 act GTP bind: modulators of GTP binding to human Rac1 activated mutant; P63000; GST-Rac1 activated beads, fluorescent GTP binding, flow cytometry; actives lie on both sides; 100% means binding = to untreated wells; percent activity (GTP binding), % at 10 µM; 0.11% of 190,000 active; AID 764;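 active means GTP binding at least 20 percentage points away from the 100% baseline, in either direction, so actives lie on both sides; inconclusive means Compound likely fluorescent itself, or too few beads counted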
Cdc42 wt: human Cdc42 wildtype GTP binding change, either direction. P60953. GST-Cdc42 beads, Bodipy-GTP binding, flow cytometry; actives lie on both sides. percent activity (GTP binding), % at 10 µM. 0.2% of 190,000 active;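 active means percent activity GTP binding at least 20 points away from the 100% baseline, either down as inhibitor or up as activator; inconclusive means compound flagged as likely green fluorescent from well-wide comparison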;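 further: median bead fluorescence of bound Bodipy-FL-GTP at 100 nM; 0% = excess unlabeled GTP control and 100% = no compound control; below 100% means less GTP binding so inhibitor and above means activator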
Target sequence (P60953 whole entry, looked up): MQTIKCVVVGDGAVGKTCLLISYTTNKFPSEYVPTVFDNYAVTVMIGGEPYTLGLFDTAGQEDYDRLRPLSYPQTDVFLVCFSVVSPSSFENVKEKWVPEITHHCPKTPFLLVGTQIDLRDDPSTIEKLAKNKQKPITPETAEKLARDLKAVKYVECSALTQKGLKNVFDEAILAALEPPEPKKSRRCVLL
Avidin fluor: avidin bead compound fluorescence profile | fluorescence (KMESF) at 10 µM | Avidin beads, compound fluorescence 488/530 nm, flow cytometry; active compounds read high | AID 1775 | 0.38% of 220,000 active; in the data active means fluorescence above about 47; further: inactives centre near 10
Bim-Mcl-1: inhibitors of Bim-Mcl-1 interaction, human | Bead-based flow cytometry, Bim peptide-Mcl-1 binding | inhibition, % at 10 µM | 0.1% of 190,000 active; in the data active means inhibition above about 40%;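 further: 0% = no compound tracer wells and 100% = peptide blocker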
Numbers without * were called inactive; ? = inconclusive; · = not tested or not shown.

SMILES	Rac1 wt modul	Pf gametocyte	Mcl1-Noxa inh	Rab2 wt GTP	Rab7 wt modul	HRas wt GTP	Mcl1 Bid PPI	Rac1 act GTP bind	Cdc42 wt	Avidin fluor	Bim-Mcl-1
Cc1cccc(-n2nnnc2SCC(=O)c2cc(C)n(CC3CCCO3)c2C)c1 (configuration not stated)	103.0	0.1	5.5	101.0	105.0	102.0	-70.7	95.0	100.0	6	-7.0
CCNC(=O)C(=O)NCc1ccncc1	97.0	4.5	-6.7	99.0	104.0	98.0	-10.4	94.0	97.0	21	0.0
CC(=O)NNC(=S)NC(=O)c1cccc([N+](=O)[O-])c1	101.0	-1.1	5.8	100.0	96.0	100.0	-82.0	99.0	102.0	12	-11.0
N#CCSCC(=O)Nc1ccc(Br)cc1	106.0	·	-0.9	107.0	97.0	105.0	-6.8	103.0	111.0	13	-2.0
Cc1ccc(OCC(=O)Nc2ccc(O)c(C(=O)O)c2)cc1C	94.0	-8.5	10.8	100.0	103.0	99.0	13.0	98.0	96.0	11	-1.0
CCCCNC(=O)c1ccc(CNc2c(N3CCC(C(=O)OCC)CC3)c(=O)c2=O)cc1	101.0	·	22.7	100.0	97.0	97.0	-7.5	100.0	98.0	4	0.0
Cc1cccc(OCC(O)CN2CCN(C3CCCCC3)CC2)c1 (configuration not stated)	111.0	16.4	17.8	103.0	104.0	104.0	38.3	104.0	108.0	35	0.0
CCOc1ccccc1NC(=O)C1CCN(C(=O)c2cccs2)CC1	103.0	-10.9	1.9	101.0	104.0	102.0	-0.6	98.0	99.0	10	2.0
COc1ccc(C(C)C)cc1S(=O)(=O)Nc1ccncc1	105.0	-5.3	15.4	104.0	102.0	101.0	4.3	97.0	99.0	9	3.0
O=C(CN(C(=O)CSc1nc2ccccc2o1)c1ccccc1)NC1CCCCC1	108.0	·	-0.6	101.0	102.0	101.0	-69.9	98.0	104.0	9	-3.0
COc1ccc(N/C=C(\C(C)=O)c2ccc(OC)c(OC)c2)cc1OC	98.0	·	20.9	96.0	93.0	97.0	-24.3	98.0	99.0	12	-1.0
COc1ccc(Cl)cc1NC(=O)CN(C)C(=O)CNC(=O)C12CC3CC(CC(C3)C1)C2	105.0	-31.0	-1.2	104.0	103.0	104.0	-3.2	102.0	105.0	12	2.0
COc1ccccc1N(CC(=O)NCCSc1ccccc1)S(C)(=O)=O	105.0	·	-3.0	99.0	98.0	102.0	-6.4	103.0	103.0	7	-2.0
Cc1ccc(S(=O)(=O)NC(CC(=O)n2nc(C)cc2C)c2ccccc2)cc1 (configuration not stated)	110.0	-55.0	1.3	101.0	106.0	105.0	-4.3	102.0	108.0	11	-1.0
COc1ccc(C=O)cc1Cn1cnc2c(cnn2C)c1=O	97.0	21.0	3.7	97.0	98.0	97.0	-14.6	97.0	101.0	6	0.0
CCCn1nnnc1-c1ccc(Cl)cc1	97.0	2.2	2.0	95.0	98.0	97.0	2.2	96.0	97.0	21	-3.0
COc1cccc(C(=O)SC2=NCCS2)c1	97.0	15.2	21.7	101.0	100.0	103.0	-32.5	94.0	101.0	22	-2.0
Cc1ccc(CNC(=O)CC2Sc3ccccc3NC2=O)cc1 (configuration not stated)	93.0	-19.5	-6.7	96.0	102.0	95.0	1.2	94.0	93.0	5	0.0
BrC(=C\c1ccccc1)/C=N/N1CCN(c2ccccc2)CC1	98.0	3.1	24.0	98.0	101.0	97.0	-42.6	99.0	96.0	6	43.0*
Cc1ccc(-n2ccnc2SCC(=O)O)c(C)c1	100.0	·	8.2	96.0	94.0	99.0	-11.7	102.0	100.0	10	0.0
Cc1nnc(NC(=O)c2ccc(S(=O)(=O)N(C)Cc3ccccc3)cc2)o1	98.0	·	-46.0	95.0	94.0	94.0	-98.8	96.0	94.0	25	0.0
CCCCN(C)C(=O)c1cc2cc3ccc(OC)cc3nc2s1	104.0	1.9	-6.6	100.0	97.0	99.0	-10.1	102.0	100.0	12	-3.0
COCCn1nnnc1C(c1cccc(C#N)c1)N1CCCCCC1 (configuration not stated)	103.0	11.2	16.0	98.0	99.0	97.0	17.0	98.0	102.0	11	0.0
CC(C)(C)c1nc(CN2CCOCC2)cc(CN2CCOCC2)c1O	106.0	2.4	20.6	103.0	102.0	105.0	-7.8	99.0	106.0	21	1.0
Cc1ccc(NC(=O)c2nc[nH]c2C(=O)N[C@@H](C)c2ccccc2)cc1	96.0	3.1	-72.1	92.0	94.0	94.0	-16.2	94.0	92.0	7	-2.0
CCOCC(=O)Nc1c(C(=O)Nc2ccccc2OC)oc2ccccc12	101.0	-44.7	9.1	98.0	102.0	101.0	-15.1	98.0	102.0	8	-1.0
N#C/C(=C1/CCCCCN1)c1nc2ccccc2[nH]1	108.0	-10.9	6.4	99.0	99.0	101.0	-21.3	100.0	101.0	34	-3.0
CCOc1ccccc1C(=O)OCC(=O)Nc1ccc(N2CCCCC2)cc1	102.0	4.9	45.3	98.0	98.0	100.0	-50.4	99.0	100.0	7	2.0
CC/C(=N\NC(=O)c1cc(C)nc2ccccc12)c1ccc(C)s1	109.0	-40.2	2.5	103.0	103.0	103.0	-27.0	103.0	104.0	3	-2.0
CCCCCC(=O)Nc1ccc(-c2cn3cccnc3n2)cc1	99.0	20.3	20.7	97.0	101.0	98.0	-4.6	97.0	97.0	11	-2.0
COc1ccccc1NC(=O)CN(Cc1ccco1)C(=O)c1ccc(-n2nc(C)cc2C)cc1	103.0	22.2	1.2	97.0	100.0	101.0	-15.9	99.0	100.0	13	-2.0
CC(O)CNCCOc1ccccc1OCc1ccccc1 (configuration not stated)	95.0	27.3	29.1	96.0	96.0	93.0	12.7	96.0	93.0	8	0.0
O=C(NCc1ccc(F)cc1)C1CCN(C(=O)NCc2ccccc2)CC1	102.0	-17.1	0.7	99.0	100.0	96.0	-29.8	98.0	96.0	6	-4.0
Cc1cc(C)n(-c2ccc(C(=O)NC3CCCCC3)cc2)n1	96.0	11.2	-0.1	96.0	93.0	95.0	-9.7	95.0	96.0	27	-1.0
CCC1CCCCN1C(=O)CSc1nc(N)c(NC(=O)c2ccco2)c(=O)[nH]1 (configuration not stated)	98.0	·	8.8	99.0	100.0	98.0	-20.5	95.0	99.0	7	0.0
Cc1ccc(CS(=O)(=O)c2nsc(C)c2C#N)cc1	102.0	-1.6	-10.9	100.0	97.0	95.0	-5.5	97.0	93.0	13	1.0
Fc1ccc(C2c3cccn3CCN2C(=S)Nc2cccc(Br)c2)cc1 (configuration not stated)	94.0	·	1.2	95.0	95.0	94.0	-30.7	96.0	95.0	17	0.0
Cc1cccc(N2C(=O)CC(SC(N)=Nc3ccccc3)C2=O)c1 (configuration not stated)	95.0	10.9	-9.8	96.0	97.0	94.0	-14.4	95.0	95.0	10	0.0
CC(=O)N(C(C)=O)N1C(=O)C2C3c4ccccc4C(c4ccccc43)C2C1=O (configuration not stated)	99.0	-1.5	24.9	95.0	99.0	97.0	-32.9	93.0	95.0	5	0.0
c1ccc(N2CCN(c3nc(NCc4ccco4)c4ccccc4n3)CC2)cc1	104.0	5.2	36.2	107.0	104.0	106.0	-48.6	101.0	107.0	20	0.0
COc1ccccc1/C=C/C(=O)OCCN1CCOCC1	106.0	·	20.5	104.0	103.0	103.0	10.4	100.0	104.0	6	0.0
Cc1ccc2cc(/C=C3\N=C(c4ccccc4)OC3=O)c(N3CCOCC3)nc2c1	103.0	·	12.6	100.0	98.0	99.0	-3.7	98.0	99.0	9	-1.0
COc1ccc(/C=C(/NC(=O)c2ccccc2)c2nc3ccccc3[nH]2)cc1OC	106.0	4.5	-13.0	107.0	100.0	108.0	-53.1	102.0	108.0	8	0.0
COC(=O)c1cc(C(=O)OC)[nH]n1	92.0	2.4	13.2	97.0	101.0	94.0	-40.4	92.0	92.0	5	-3.0
CC(c1ccccc1)N1CC(C(=O)N2CCN(c3ccc(F)cc3)CC2)CC1=O (configuration not stated)	?	·	-7.3	?	?	?	-16.9	?	?	25	2.0
CCOC(=O)CSc1nnc(CNC(=O)c2ccc(S(=O)(=O)N3CCOCC3)cc2)n1C	99.0	-28.6	6.2	97.0	102.0	96.0	-30.9	97.0	97.0	8	-1.0
CCNC(=O)CN(c1ccc(Br)c(C)c1)S(C)(=O)=O	98.0	5.0	-13.4	98.0	102.0	97.0	-31.9	94.0	97.0	12	-1.0
NNC(=O)[C@@H]1C[C@@H]1c1ccccc1	104.0	5.8	-4.7	103.0	104.0	102.0	0.7	99.0	101.0	12	-2.0
C/[N+]([O-])=C\c1coc2ccccc2c1=O	104.0	14.1	5.5	102.0	102.0	101.0	-27.2	99.0	89.0	12	0.0
Cc1cccc(OCCn2c(S(=O)(=O)O)nc3ccccc32)c1	100.0	12.3	19.3	100.0	96.0	101.0	12.7	97.0	101.0	11	-2.0
COC(=O)c1ccc(CSc2nnc(C)n2N)o1	106.0	·	-3.4	100.0	103.0	99.0	4.7	100.0	103.0	14	0.0
O=C(CCNC(=O)c1ccco1)NCc1ccccc1	107.0	9.1	-20.0	100.0	98.0	101.0	-26.1	98.0	103.0	·	-2.0
Cc1cc(NC(=O)CSC2=Nc3ccccc3C3=NC(Cc4ccccc4)C(=O)N23)n[nH]1 (configuration not stated)	94.0	20.1	3.4	96.0	94.0	97.0	-20.6	96.0	99.0	15	2.0
CC(C)(C)C1CCc2onc(C(=O)N3CCOCC3)c2C1 (configuration not stated)	109.0	·	-0.6	101.0	100.0	104.0	-10.5	99.0	107.0	13	-6.0
COc1nc(OC)nc(N2CCC(C(=O)NC3CCCCCC3)CC2)n1	104.0	-23.8	-13.7	103.0	101.0	103.0	14.4	102.0	107.0	13	0.0
CCn1c2ccccc2c2cc(NC(=O)c3cc(OC)c(OC)c(OC)c3)ccc21	96.0	4.2	10.3	96.0	93.0	98.0	-21.5	95.0	95.0	23	2.0
CCCc1nc2n[nH]c(N)c2c2c1CCCC2	108.0	-4.5	9.6	101.0	104.0	102.0	-3.8	100.0	103.0	11	19.0

Structures shown so far containing a Cl atom, in the order listed:
SMILES	Rac1 wt modul	Pf gametocyte	Mcl1-Noxa inh	Rab2 wt GTP	Rab7 wt modul	HRas wt GTP	Mcl1 Bid PPI	Rac1 act GTP bind	Cdc42 wt	Avidin fluor	Bim-Mcl-1
COc1ccc(Cl)cc1NC(=O)CN(C)C(=O)CNC(=O)C12CC3CC(CC(C3)C1)C2	105.0	-31.0	-1.2	104.0	103.0	104.0	-3.2	102.0	105.0	12	2.0
CCCn1nnnc1-c1ccc(Cl)cc1	97.0	2.2	2.0	95.0	98.0	97.0	2.2	96.0	97.0	21	-3.0

Screening results (PubChem)
